Compound activity from PubChem.
VIM-2 inh – VIM-2 metallo-beta-lactamase inhibitors, primary screen, biochemical, epi-absorbance readout, Pseudomonas aeruginosa enzyme | purified VIM-2, nitrocefin hydrolysis, epi-absorbance fluorescence | inhibition, % at 5.6 µM | actives 0.89% (n = 290,000) | AID 1527, 2009;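 active = inhibition above the mean of all tested compounds plus 3 SD, cutoff set per screening run, cut at about 7.5% in these data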;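 note: red hydrolysis product quenches plate fluorescence so inhibitors raise well fluorescence; 0% = enzyme with DMSO and 100% = DMSO without enzyme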
DNA FID counter – compounds displacing fluorescent DNA intercalator, primary screen, artefact control for HCV NS3 helicase inhibitor project, biochemical, FID fluorescence; DNA fluorescent intercalator displacement; inhibition, % at 7.9 µM; actives 0.17% (n = 290,000); in the data active = inhibition above about 37%;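 note: 0% = vehicle and 100% = reference compound; higher means more ethidium bromide displaced from hairpin DNA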
NS3 helicase inh – inhibitors of HCV NS3 helicase, primary screen, biochemical, Cy5 molecular beacon fluorescence | inhibition, % at 10.9 µM | Hepatitis C virus NS3 helicase | AID 1800, 2009 | NS3 helicase DNA unwinding | actives 0.56% (n = 290,000);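 active = inhibition above the mean of all tested compounds plus 3 SD, set per campaign, cut at about 35% in these data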;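 note: 0% = DMSO wells and 100% = thioflavine S control wells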
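Compound dosing – single dose, 10.9 µM nominal final, DMSO 0.8% final · System – NS3 helicase fragment of HCV · Buffer or medium – MOPS pH 6.5, MgCl2, DTT, Tween20, BSA · Signal – Cy5 beacon fluorescence read at start and 1 h · Also added – annealed dual-labelled DNA beacon duplex, ATP-started · Schedule – 1 h at 25 °C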
IMP-1 inh – IMP-1 metallo-beta-lactamase inhibitors, primary screen, biochemical, epi-absorbance readout, Pseudomonas aeruginosa enzyme; metallo-beta-lactamase IMP-1 (Pseudomonas aeruginosa); purified IMP-1, nitrocefin hydrolysis, epi-absorbance fluorescence; inhibition, % at 5.6 µM; actives 0.45% (n = 290,000); AID 1556, 2009;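 active = inhibition above the mean plus 3 SD of all compounds in the same screening run, cut at about 4.5% in these data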;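 note: 0% = IMP-1 with DMSO and 100% = DMSO wells lacking enzyme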
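Test system: recombinant IMP-1 enzyme, purified / Medium: HEPES buffer pH 7.1 with ZnSO4 and Brij 35 / Doses: single dose, 5.6 µM / Times: 25 °C, 15 min preincubation, 25 min reaction / Detection: Epi-absorbance via hydrolysed-nitrocefin quenching of white-plate fluorescence, 480/530 nm, EDTA stop / Evaluation: percent inhibition from optical density relative to buffer-blank wells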
OXTR agonist – human OXTR agonists, primary screen, fluorescence, CHO-OTR cells, Fluo-8 calcium; Fluo-8 calcium fluorescence; normalized: DMSO 0%, oxytocin 100%; activation, % at 3 µM; actives 0.32% (n = 320,000);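 active = activation above the mean of all tested compounds plus 3 SD, cutoff set per screening run, cut at about 20% in these data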;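 note: peak over basal fluorescence ratio from a 100 s FLIPR kinetic read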
Target sequence (P30559 whole entry, looked up): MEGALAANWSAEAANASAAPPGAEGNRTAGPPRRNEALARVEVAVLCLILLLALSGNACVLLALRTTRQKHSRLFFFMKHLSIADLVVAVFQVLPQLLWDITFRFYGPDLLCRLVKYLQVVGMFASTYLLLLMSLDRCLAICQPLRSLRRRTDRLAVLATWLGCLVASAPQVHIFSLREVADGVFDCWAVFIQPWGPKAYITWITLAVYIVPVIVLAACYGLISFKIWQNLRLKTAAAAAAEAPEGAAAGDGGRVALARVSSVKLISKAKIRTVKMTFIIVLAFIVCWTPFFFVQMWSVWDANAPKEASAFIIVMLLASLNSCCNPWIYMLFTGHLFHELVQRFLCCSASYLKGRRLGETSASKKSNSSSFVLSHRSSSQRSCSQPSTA
V1R ag counter – agonists of human V1a receptor, primary screen, counter-screen for OXTR agonist project, fluorescence, CHO-V1R cells | Vasopressin V1a receptor (Homo sapiens), P37288 | AID 2797, 2010 | actives 0.25% (n = 320,000) | Fluo-8 calcium fluorescence, agonist mode; 0% DMSO, 100% 3 nM vasopressin | activation, % at 3 µM;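 active = activation above the mean activation of all tested compounds plus 3 SD, per screening run, cut at about 20% in these data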;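 note: signal is peak over basal fluorescence ratio across a 100 second FLIPR read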
GPR7 antag – GPR7 receptor antagonists, primary screen, cell-based, fluorescence, single concentration | AID 1861, 2009 | inhibition, % at 4.4 µM | actives 1.1% (n = 290,000) | Neuropeptides B/W receptor type 1 (Homo sapiens), P48145 | GPR7-expressing cells, fluorescence antagonist assay; in the data active = inhibition above about 16%, passing the limit was not always enough;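 note: cells stimulated with the agonist NPW; 0% = agonist with vehicle and 100% = vehicle without agonist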
PHOSPHO1 block – PubChem AID 1565; recombinant PHOSPHO1, absorbance phosphatase assay; inhibition, % at 13.3 µM; actives 1.1% (n = 290,000); in the data active = inhibition above about 60%
Target sequence (Q8TCT1 whole entry, looked up): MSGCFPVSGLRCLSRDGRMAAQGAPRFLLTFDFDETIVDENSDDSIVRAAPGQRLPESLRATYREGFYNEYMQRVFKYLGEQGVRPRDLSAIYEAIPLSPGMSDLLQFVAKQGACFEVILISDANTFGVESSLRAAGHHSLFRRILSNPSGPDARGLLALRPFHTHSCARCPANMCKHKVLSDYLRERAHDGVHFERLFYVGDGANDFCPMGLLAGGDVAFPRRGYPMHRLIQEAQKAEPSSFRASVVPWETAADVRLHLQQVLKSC
GalR3 antag – GalR3 antagonists in HEK293 cells, primary screen, cell-based, fluorescence readout. Galanin receptor type 3 (Homo sapiens), O60755. HEK293 GalR3-CNG cAMP membrane potential fluorescence; galR3 body fused to GalR1 C-terminus. inhibition, % at 3 µM. actives 0.44% (n = 360,000). AID 651719, 2012;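 active = inhibition above the screen-wide average plus 3 SD, cut at about 13% in these data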;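 note: forskolin and galanin both at EC90 stimulate the cells; cAMP rise reported by CNG channel membrane potential dye signal; 0% = forskolin plus galanin with DMSO and 100% = forskolin alone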
Target sequence (O60755 1-299 limits assumed): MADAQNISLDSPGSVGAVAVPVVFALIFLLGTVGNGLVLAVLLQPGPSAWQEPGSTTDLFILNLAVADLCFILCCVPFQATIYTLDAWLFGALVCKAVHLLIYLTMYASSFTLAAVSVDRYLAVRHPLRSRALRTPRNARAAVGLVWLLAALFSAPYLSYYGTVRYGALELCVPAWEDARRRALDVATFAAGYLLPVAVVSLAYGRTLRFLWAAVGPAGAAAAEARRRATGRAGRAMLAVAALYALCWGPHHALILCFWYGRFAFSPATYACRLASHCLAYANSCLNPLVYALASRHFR
Starred values were filed as active, the others as inactive; · = not tested or not shown; & = joins results of further samples.

SMILES	VIM-2 inh	DNA FID counter	NS3 helicase inh	IMP-1 inh	OXTR agonist	V1R ag counter	GPR7 antag	PHOSPHO1 block	GalR3 antag
O=C1CCC(=O)N1N1C(=O)C2C3c4ccccc4C(c4ccccc43)C2C1=O (stereo unspecified)	-2.4	-11.4	1.1	-3.4	0.5	1.6	-14.9	33.5	-6.4
COc1ccc(Nc2ccc(N3C(=O)CCCC3=O)cc2[N+](=O)[O-])cc1OC	-1.6	-0.5	3.1	-0.6	-1.5	0.9	-8.8	9.7	-1.9
CCC(=O)/C=C1/Sc2ccc(OC)cc2N1CC	1.0	1.3	-5.8	0.4	-1.2	-0.7	7.7	12.1	-9.5
CCOc1ccc(NC(=O)COC(=O)Cc2ccc(S(=O)(=O)N3CCOCC3)s2)cc1	-5.4	-24.8	2.0	-2.4	9.3	4.6	-6.2	19.7	-10.9
NC(=O)c1ccc(-n2nnnc2Oc2ccccc2C(=O)N2CCOCC2)cc1	-0.3	-3.4	-9.1	-2.6	9.6	0.7	-7.3	3.5	-0.3
CCNC(=O)CN(Cc1ccccc1)S(=O)(=O)c1ccccc1	-0.5	-9.2	3.1	-1.3	-0.2	-0.5	3.6	-22.6	-4.3
Cc1ccc(CSc2nnc(-c3ccccn3)n2C)cc1	-0.3	-19.5	5.2	-3.8	-0.7	0.5	2.4	11.4	-5.3
COc1ccc(CCNCC(=O)Nc2ccc(C)c(Br)c2)cc1OC	-2.0	17.0	-22.9	-3.1	6.8	5.7	-6.8	40.1	-6.0
CCn1c(CNC(=O)Cc2ccc(OC)cc2)nnc1SCC(=O)Nc1ccc(C(=O)O)cc1	-3.5	-8.4	-5.3	-2.9	0.7	0.4	-10.7	52.5	-6.0
O=C(CCNC(=O)c1ccccc1Cl)Nc1nccs1	-1.6	-0.3	-14.1	-2.1	-0.2	0.1	-5.4	17.9	·
CN1C(=O)/C(=C/c2ccccc2F)Sc2ccc(C(=O)N3CCCC3)cc21	-0.4	-51.2	-10.2	-1.9	0.2	5.0	-5.7	26.1	1.7
COc1cc(CN2CCN(C(=O)c3ccc(-c4ccccc4)cc3)CC2)cc(OC)c1OC	-3.5	-13.7	-13.3	-3.4	6.7	5.6	-8.2	1.2	-1.8
CC(NC(=O)NC(=O)c1ccc(Cl)cc1)c1ccccc1 (stereo unspecified)	-0.9	-18.6	-5.9	-1.7	-1.6	1.2	3.9	·	-1.6
O=C(NC1=NCCS1)C1COc2ccccc2O1 (stereo unspecified)	-2.2	2.7	0.8	-3.5	0.3	-0.3	-19.4	24.2	-5.7
CC1CC(C)CN(C(=O)c2ccc(CSc3nc4ccncc4[nH]3)cc2)C1 (stereo unspecified)	-1.3	-12.1	-2.5	-2.8	0.8	4.6	-2.6	13.6	-0.9

Laid out differently: results already given.
Second line of a record: VIM-2 inh, DNA FID counter, NS3 helicase inh, IMP-1 inh, OXTR agonist, V1R ag counter, GPR7 antag, PHOSPHO1 block, GalR3 antag
CCn1c(CNC(=O)Cc2ccc(OC)cc2)nnc1SCC(=O)Nc1ccc(C(=O)O)cc1
 : -3.5, -8.4, -5.3, -2.9, 0.7, 0.4, -10.7, 52.5, -6.0
CCOc1ccc(NC(=O)COC(=O)Cc2ccc(S(=O)(=O)N3CCOCC3)s2)cc1
 : -5.4, -24.8, 2.0, -2.4, 9.3, 4.6, -6.2, 19.7, -10.9

(cont.)
SMILES	VIM-2 inh	DNA FID counter	NS3 helicase inh	IMP-1 inh	OXTR agonist	V1R ag counter	GPR7 antag	PHOSPHO1 block	GalR3 antag
CCn1nc(C(=O)OCC(=O)NCCN2C(=O)CSC2=O)c2ccccc2c1=O	-3.0	1.8	-1.7	-4.3	-1.1	1.7	-8.0	72.1*	1.4
COC(=O)c1ccc(C2/C(=C(\O)c3cccc(OC)c3)C(=O)C(=O)N2CCCN2CCOCC2)cc1 (stereo unspecified)	1.9	-1.9	1.8	0.0	-0.8	1.5	6.0	-6.0	-2.9
CC1=C(C(=O)N2CCOCC2)C(c2cccc(C)c2)NC(=S)N1 (stereo unspecified)	-3.1	2.6	14.9	-2.4	-1.5	0.7	-11.4	-2.0	-2.3
COc1ccccc1NC(=O)CN1CCN(c2ccccc2OC)CC1	-1.9	-28.2	11.0	-2.0	-2.6	-0.9	-4.0	13.5	-3.6
CC(=O)C1=C(C)NC(=O)NC1c1cccs1 (stereo unspecified)	-3.4	2.2	-1.5	-3.3	1.0	-0.1	-7.1	2.5	-4.6
CCSc1nnc2c(n1)[nH]c1c(C)cccc12	7.3	2.1	0.7	-0.2	2.3	3.0	3.9	-18.5	-5.9
COc1ccc2nc(NC(=O)CCNS(=O)(=O)c3ccc4c(c3)oc(=O)n4C)sc2c1	-3.1	-0.6	-6.6	-1.4	0.6	0.8	1.2	-5.4	-0.7
N#Cc1cccc(NC(=O)c2ccccc2C(=O)O)c1	-2.5	1.9	2.8	-2.5	0.2	-0.1	-12.6	-31.2	-6.4
NCC(c1ccccc1Cl)c1c[nH]c2ccccc12 (stereo unspecified)	2.6	13.3	-54.1	-0.9	8.3	4.9	24.5	-12.5	-10.5
COc1cccc(-c2cn3nc4c(nc3n2)CCCC4)c1	0.9	2.7	23.9	-0.6	-0.6	-0.2	3.4	41.3	·
Fc1ccc(-c2nc3ccccc3[nH]2)cc1	-2.5	1.6	5.1	-3.0	-1.1	-0.6	-12.5	54.2	0.1
COc1ccc(Cn2c(C3CC3)nc3ccc(NC(=O)c4ccco4)cc3c2=O)cc1	-2.0	-21.1	-13.1	-3.1	6.1	4.4	-5.0	-8.5	0.6
Cc1ccc(C(=O)Nc2cccc(C(F)(F)F)c2)cc1NC(=O)c1cnnc2ccccc12	·	·	·	·	-0.6	0.9	·	17.7	-4.7&-5.4
O=C(NC(=O)N1CCN(c2ccc([N+](=O)[O-])cn2)CC1)c1c(Cl)cccc1Cl	-1.5	0.1	13.5	-1.1	1.3	-0.3	-8.7	12.9	·
CCCCn1c(-c2cccc(C)c2)nc2cc3[nH]c(=O)c(C(C)C)nc3cc21	-2.3	-29.6	-21.6	-4.4	-1.6	-0.6	-26.2	-7.3	-12.1
O=C(COc1cccc(Cl)c1)Nc1nc(-c2ccc(S(=O)(=O)N3CCOCC3)cc2)cs1	0.1	-16.9	-10.3	-0.8	·	·	6.8	-6.8	-2.0
O=C(Oc1ccc2ccccc2c1Cl)N1CCCC1	-1.6	-26.3	-0.3	-2.8	-0.8	8.6	-13.9	-32.0	-3.1
Oc1c(/C=N/c2ccccn2)sc2ccccc12	0.4	-13.7	-2.1	-2.7	-0.3	-0.7	-9.4	10.6	-5.0
COc1ccc(-c2noc(CCCC(=O)NCc3ccco3)n2)cc1OC	-0.1	-8.8	-2.7	-1.1	-1.4	-1.0	-5.4	1.7	-5.8
COC(=O)C(CCSC)NC(=O)c1cn(-c2ccc(OC)cc2)c(=O)c2ccccc12 (stereo unspecified)	-0.5	-28.5	-5.3	-1.6	0.7	1.1	-13.9	34.0	-13.6
CCOC(=O)N1CCC(NC(=O)CSCc2nc(-c3ccccc3Cl)oc2C)CC1	-1.4	-53.2	10.1	-2.8	2.8	5.4	-9.1	38.2	-7.9
CC(=O)c1sccc1NC(=O)c1ccccc1C(=O)O	-3.0	0.8	19.5	-2.5	0.0	0.1	-0.5	16.0	-4.5
COc1ccccc1OC(C)C(=O)Nc1ccc2c(c1)n(C)c(=O)n2C (stereo unspecified)	0.1	-16.6	-6.7	-0.9	0.8	0.4	-17.9	24.1	0.3
O=C(Nc1ccc(N2CCOCC2)cc1N1CCOCC1)c1ccc([N+](=O)[O-])cc1	-3.1	-1.2	1.3	-3.1	1.2	1.2	-0.7	7.2	-2.3
O=C1CCCN1CCCNc1ncnc2c1cnn2-c1ccc(Cl)cc1	-1.9	-6.8	6.3	-2.3	11.8	9.6	-5.7	16.5	-1.1
COc1ccc(C(=O)c2ccc(N3CCOCC3)c([N+](=O)[O-])c2)cc1	0.9	-6.7	-5.7	-2.1	7.3	7.0	-10.3	49.0	4.7
COc1ccc(OC)c(NC(=O)NC2CCCCCCC2)c1	0.7	-25.3	3.4	-1.0	·	·	-8.6	17.8	-6.7
O=C(CN1CCCC1)Nc1ccccc1Sc1ccccc1	-2.4	-0.1	0.2	-1.7	-1.7	-1.1	-13.9	-2.4	-2.3
CCOC(=O)Cn1c(=N)n(Cc2ccccc2)c2ccccc21	-1.3	9.6	2.8	-4.3	2.1	-0.2	-0.8	-6.8	-6.0
COc1ccccc1OCCCCN1CCC(C)CC1	-4.8	-0.6	7.7	-3.9	0.2	0.8	-2.4	24.2	-4.2
O=C(Cc1cccs1)N1CCN=C1SCc1ccc(Br)cc1	2.2	-10.7	-3.5	2.4	-0.2	0.0	-0.3	22.6	-3.9
Cc1nn(-c2ccccc2)cc1C(c1c(N)[nH]c(=S)[nH]c1=O)c1c(N)[nH]c(=S)[nH]c1=O	-2.6	7.3	-10.7	-1.6	0.5	0.1	-11.1	-59.0	-4.8
Nc1cc2c(cc1[N+](=O)[O-])OCO2	-3.6	1.6	9.1	-3.5	-0.5	-0.2	-12.3	49.8	0.3
Cc1cc(OCC(=O)Nc2cc(-c3nn4c(C)nnc4s3)ccc2C)ccc1Cl	-1.8	0.1	-4.6	-2.4	-1.1	0.1	9.8	-0.1	-2.8
CCOC(=O)/C=C1\SCC(=O)N1CC(=O)c1ccc[nH]1	-2.2	-17.3	35.8	-3.2	-0.7	0.6	-18.4	15.9	-1.8
Cc1c(C(=O)OCC(=O)N(CCC#N)c2ccccc2)oc2c1ccc1ccccc12	-1.2	-2.5	1.1	-2.8	1.0	-0.4	-13.9	10.5	-1.2
CCC(C(=O)NCCc1ccccc1OC)n1nc(C)c2c(C)n(-c3ccccc3)nc2c1=O (stereo unspecified)	-0.2	-58.9	-7.9	-1.8	-1.1	-0.2	-2.8	15.4	-4.0

Fetched by compound from the entries so far (3):
SMILES	VIM-2 inh	DNA FID counter	NS3 helicase inh	IMP-1 inh	OXTR agonist	V1R ag counter	GPR7 antag	PHOSPHO1 block	GalR3 antag
COc1ccccc1NC(=O)CN1CCN(c2ccccc2OC)CC1	-1.9	-28.2	11.0	-2.0	-2.6	-0.9	-4.0	13.5	-3.6
COc1cccc(-c2cn3nc4c(nc3n2)CCCC4)c1	0.9	2.7	23.9	-0.6	-0.6	-0.2	3.4	41.3	·
Cc1cc(OCC(=O)Nc2cc(-c3nn4c(C)nnc4s3)ccc2C)ccc1Cl	-1.8	0.1	-4.6	-2.4	-1.1	0.1	9.8	-0.1	-2.8
